Screening results: PubChem, several laboratories
GalR3 antag = GalR3 antagonists in HEK293 cells, primary screen, cell-based, fluorescence readout; hit rate 0.44% among 360,000; Galanin receptor type 3 (Homo sapiens), O60755; HEK293 GalR3-CNG cAMP membrane potential fluorescence; galR3 body fused to GalR1 C-terminus; inhibition, % at 3 µM;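 active means inhibition above the screen-wide average plus 3 SD, cut at about 13% in these data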;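 further: forskolin and galanin both at EC90 stimulate the cells; cAMP rise reported by CNG channel membrane potential dye signal; 0% = forskolin plus galanin with DMSO and 100% = forskolin alone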
Target sequence (O60755 1-299 limits assumed): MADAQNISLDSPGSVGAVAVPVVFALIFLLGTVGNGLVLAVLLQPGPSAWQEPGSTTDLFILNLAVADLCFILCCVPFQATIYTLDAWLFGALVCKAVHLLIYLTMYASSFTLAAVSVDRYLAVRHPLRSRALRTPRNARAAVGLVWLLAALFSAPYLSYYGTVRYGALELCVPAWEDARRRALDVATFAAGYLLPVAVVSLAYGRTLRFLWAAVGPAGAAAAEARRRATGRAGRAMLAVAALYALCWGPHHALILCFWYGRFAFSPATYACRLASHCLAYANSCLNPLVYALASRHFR
V1aR counter = agonists of human V1a receptor, primary screen, counter-screen for OXTR agonist project, fluorescence, CHO-V1R cells; Vasopressin V1a receptor (Homo sapiens), P37288; Fluo-8 calcium fluorescence, agonist mode; 0% DMSO, 100% 3 nM vasopressin; activation, % at 3 µM; hit rate 0.25% among 320,000; AID 2797, 2010;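 active means activation above the mean activation of all tested compounds plus 3 SD, per screening run, cut at about 20% in these data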;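 further: signal is peak over basal fluorescence ratio across a 100 second FLIPR read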
Target sequence (P37288 whole entry, looked up): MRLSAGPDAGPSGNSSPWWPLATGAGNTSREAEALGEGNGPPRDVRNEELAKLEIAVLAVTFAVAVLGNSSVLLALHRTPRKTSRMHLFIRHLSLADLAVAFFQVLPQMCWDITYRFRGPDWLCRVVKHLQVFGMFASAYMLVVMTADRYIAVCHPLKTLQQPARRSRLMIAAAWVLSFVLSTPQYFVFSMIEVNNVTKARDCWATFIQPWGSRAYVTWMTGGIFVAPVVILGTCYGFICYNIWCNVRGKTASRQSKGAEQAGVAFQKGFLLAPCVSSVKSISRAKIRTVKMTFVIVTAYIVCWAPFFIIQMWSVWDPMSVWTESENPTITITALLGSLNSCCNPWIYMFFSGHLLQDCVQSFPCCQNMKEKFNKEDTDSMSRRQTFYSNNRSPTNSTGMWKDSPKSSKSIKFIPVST
MEKK2 mut-MEK5 = MEK5 binding signal on mutant MEKK2 PB1, primary screen, biochemical, multiplex bead flow cytometry, Alexa488-MEK5 | Alexa488-MEK5 binding to MEKK2 mutant | percent response, % at 10 µM | hit rate 0.35% among 290,000 | AID 1530, 2009; in the data active means percent response above about 24%, passing the limit was not always enough; further: inactives centre near 1; some results filed as inactive read as strong as hits
GPR7 antagonist = GPR7 receptor antagonists, primary screen, cell-based, fluorescence, single concentration | inhibition, % at 4.4 µM | GPR7-expressing cells, fluorescence antagonist assay | hit rate 1.1% among 290,000 | Neuropeptides B/W receptor type 1 (Homo sapiens), P48145; in the data active means inhibition above about 16%, passing the limit was not always enough;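 further: cells stimulated with the agonist NPW; 0% = agonist with vehicle and 100% = vehicle without agonist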
Target sequence (P48145 whole entry, looked up): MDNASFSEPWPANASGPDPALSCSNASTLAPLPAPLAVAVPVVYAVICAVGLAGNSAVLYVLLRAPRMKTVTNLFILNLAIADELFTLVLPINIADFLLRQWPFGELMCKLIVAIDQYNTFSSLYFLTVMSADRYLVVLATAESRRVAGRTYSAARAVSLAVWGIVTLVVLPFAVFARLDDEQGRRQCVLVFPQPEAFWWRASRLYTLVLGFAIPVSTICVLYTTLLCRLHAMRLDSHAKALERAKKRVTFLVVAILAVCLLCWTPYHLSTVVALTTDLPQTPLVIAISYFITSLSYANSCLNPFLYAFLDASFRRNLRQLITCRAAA
OXTR ag = human OXTR agonists, primary screen, fluorescence, CHO-OTR cells, Fluo-8 calcium. Oxytocin receptor (Homo sapiens), P30559. activation, % at 3 µM. hit rate 0.32% among 320,000. Fluo-8 calcium fluorescence; normalized: DMSO 0%, oxytocin 100%;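 active means activation above the mean of all tested compounds plus 3 SD, cutoff set per screening run, cut at about 20% in these data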;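 further: peak over basal fluorescence ratio from a 100 s FLIPR kinetic read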
M18AAP inhibitor = PfM18AAP inhibitors, malaria aminopeptidase, primary screen, biochemical, QFRET, recombinant enzyme. inhibition, % at 7.35 µM. M18 aspartyl aminopeptidase (Plasmodium falciparum 3D7). hit rate 1.2% among 290,000. H-Glu-NHMec fluorogenic cleavage;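 active means inhibition above the campaign mean inhibition over all tested compounds plus 3 SD, cut at about 28% in these data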;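 further: 0% = plate median of test compound wells and 100% = 2 mM ZnCl2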
OXTR potentiator = human OXTR potentiators, primary screen, fluorescence, CHO-OTR cells, Fluo-8 calcium. Oxytocin receptor (Homo sapiens), P30559. Fluo-8 calcium fluorescence, potentiator mode; 0% = oxytocin EC15, 100% = EC100. activation, % at 3 µM. hit rate 0.061% among 320,000. AID 2445, 2010;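 active means activation above that plate's cutoff, the mean activation of tested compounds plus 3 SD, cut at about 6.6% in these data, passing the limit was not always enough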;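 further: 100% uses oxytocin at 75 nM as the full agonist control; some results filed as inactive read as strong as hits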
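Material: CHO-OTR cells, human receptor; compound dosing: single dose, 3.0 µM nominal final compound concentration; schedule: 6 min compound pre-incubation at room temperature, 100 s kinetic read; measured by: kinetic Fluo-8 calcium fluorescence; read-out basis: % activation vs EC15 and EC100 oxytocin; controls: EC15 oxytocin alone as 0%, 75 nM oxytocin as 100%; replicates: singlicate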
NALP1 yeast inh = NALP1 inflammasome inhibitors in reconstituted yeast, colorimetric, S. cerevisiae, triplicate retest | S. cerevisiae NALP1/ASC/caspase-1 growth, X-gal OD620, 72 h | inhibition, % at 10 µM | hit rate 0.61% among 280,000 | AID 2071, 2009; in the data active means inhibition mostly above about 24%, no sharp cut-off; inactive means mostly below about 32%; further: some compounds called inactive have numbers as strong as hits
MEKK2 WT-MEK5 = modulators of MEK5 binding to wildtype MEKK2, primary screen, biochemical, multiplex bead flow cytometry, Alexa488-MEK5; Mitogen-activated protein kinase kinase kinase 2 (Homo sapiens), Q9Y2U5; Alexa488-MEK5 binding to MEKK2 WT; actives lie on both sides; hit rate 1.1% among 290,000; binding response (% of control), % at 10 µM; in the data active means binding response below about 67% or above about 130%
Starred values were filed as active, the others as inactive; · = no result given.

No.	SMILES	MEKK2 mut-MEK5	GPR7 antagonist	NALP1 yeast inh	MEKK2 WT-MEK5	GalR3 antag	OXTR ag	V1aR counter	OXTR potentiator	M18AAP inhibitor
1	CCC/S(C)=N/S(=O)(=O)c1ccc(C)cc1 (configuration not stated)	1	-10	21	103	-1	0.0	-1.0	2	7
2	ClC1=C(Cl)C(Cl)=C(Cl)C1=C/C=C/c1ccccc1	-20	-12	11	84	-2	0.3	-0.5	0	2
3	Cc1ccc(C(=O)N/N=C/c2ccoc2)cc1C	-12	26*	24	82	-2	-0.3	0.4	-3	9
4	COc1ccc(-n2nc(C(=O)NCC(=O)NCCCN3CCOCC3)c3ccccc3c2=O)c(OC)c1	4	3	10	103	-8	-0.1	-0.6	-8	-15
5	CC(C)(C)c1ccc(S(=O)(=O)N2CCC(O)(c3ccc(Cl)cc3)CC2)cc1	-8	-2	15	91	-8	1.3	1.6	-15	-13
6	Cc1ccccc1C(=O)Nc1nnc(S(=O)(=O)N2CCCCC2)s1	-5	-3	1	96	·	2.5	3.2	-6	-6
7	COc1ccc(C(=O)Nc2ccc(CN3CCOCC3)cc2)cc1	4	-4	-17	108	-2	0.5	0.4	-9	-11
8	Cc1ccc(NC(=S)N2CCN(S(=O)(=O)c3ccccc3)CC2)cc1C	-3	-6	-8	98	1	·	·	·	-4
9	O=C(NCC(c1ccco1)N1CCCCC1)c1ccc2c(c1)S(=O)(=O)c1ccccc1C2=O (configuration not stated)	-3	5	11	95	-6	-2.0	-1.4	-1	18
10	Cn1nccc1NC(=O)Nc1ccc(OC(F)(F)F)cc1	9	-8	·	103	-3	4.9	6.8	-9	0
11	Cc1ccc(-n2cnc3scc(-c4cccs4)c3c2=O)cc1	-7	-3	36	106	2	0.0	6.7	-8	-3
12	CC(C)C(c1nnnn1C1CCCC1)N1CCOCC1 (configuration not stated)	1	-3	27	104	-2	-0.1	-0.1	-2	0
13	O=C(N/N=C/c1ccc([N+](=O)[O-])cc1)c1cc(C2CC2)[nH]n1	2	-9	6	97	5	0.6	0.8	0	6
14	CC1=CC(=O)N(c2cccc(C(F)(F)F)c2)C1c1ccc(Cl)cc1 (configuration not stated)	3	11	19	99	-1	-1.3	-1.6	-8	-1
15	COc1ccc(OC)c(C2C(C#N)=C(N)N(N(C)C)C3=C2C(=O)CC(C)(C)C3)c1 (configuration not stated)	0	3	3	103	-9	1.1	-0.1	1	-2
16	Cc1occc1C(=O)N1CCCc2ccccc21	4	-6	20	102	-1	-0.8	-0.1	-3	5
17	CCCc1cc(C(=O)NNC(=S)NC2CCCCC2)cs1	4	-6	0	101	-7	-1.2	1.9	-7	-13
18	Cc1cc(C)cc(N2C(=O)CC(N(C(=O)c3ccco3)c3cc(C)cc(C)c3)C2=O)c1 (configuration not stated)	-5	5	7	94	-5	0.2	-0.6	6	-5
19	Cc1nnsc1C(=O)Nc1ccccc1	1	5	20	110	-9	-0.7	0.6	2	-12
20	COc1ccc(/C=N/NC(=O)c2ccccc2O)cc1Cn1nnc2ccccc21	-34	4	17	71	5	-0.8	0.3	-7	0
21	O=C(NCCc1ccccc1Cl)c1ccc2nc3ccccc3c(=O)n2c1	0	-8	10	102	-8	-0.9	1.1	-14	-1
22	CSCCC1NC2(C(=O)Nc3c2ccc(Cl)c3C)[C@@H]2C(=O)N(C3CCCC3)C(=O)[C@H]12 (some centres not stated)	2	9	0	95	-3	-0.5	-1.4	0	6
23	CCOc1cc(/C=C2\N=C(C)OC2=O)cc(Cl)c1OCC(=O)OC	·	·	·	·	-5	0.3	0.2	-5	·
24	O=S1(=O)N=C(Nc2ccc(N3CCOCC3)cc2)c2ccccc21	48	-10	3	37*	-4	1.4	0.2	3	2
25	O=S(=O)(c1cc(Cl)ccc1Cl)n1cccn1	5	-18	-7	100	-2	-0.5	-0.1	0	-13

Of the compounds above, these have a thiophene ring, fused or not.
No.	SMILES	MEKK2 mut-MEK5	GPR7 antagonist	NALP1 yeast inh	MEKK2 WT-MEK5	GalR3 antag	OXTR ag	V1aR counter	OXTR potentiator	M18AAP inhibitor
11	Cc1ccc(-n2cnc3scc(-c4cccs4)c3c2=O)cc1	-7	-3	36	106	2	0.0	6.7	-8	-3
17	CCCc1cc(C(=O)NNC(=S)NC2CCCCC2)cs1	4	-6	0	101	-7	-1.2	1.9	-7	-13

Continuation.
No.	SMILES	MEKK2 mut-MEK5	GPR7 antagonist	NALP1 yeast inh	MEKK2 WT-MEK5	GalR3 antag	OXTR ag	V1aR counter	OXTR potentiator	M18AAP inhibitor
26	CCN(CC)S(=O)(=O)c1ccc(-c2nnc(SCC(=O)Nc3cc(OC)cc(OC)c3)o2)cc1	1	0	-5	99	-2	1.1	2.3	-3	2
27	CC(=O)Nc1cccc(NC(=O)c2cc(-c3ccccn3)nc3ccc(Cl)cc23)c1	-3	-8	2	96	-2	0.3	-0.3	-1	6
28	Cc1ccc(OCC(=O)NNC(=O)[C@@H]2CCCC[C@@H]2C(=O)O)c(Br)c1	-2	-1	9	98	0	·	·	·	1
29	CCc1nccn1CCC(=O)NC1CC(C)(C)Cc2c1cnn2-c1ccc(OC)cc1 (configuration not stated)	3	-8	12	107	3	0.6	-0.1	2	-7
30	CCc1ccc(C(=O)OCC(=O)N(CCOC)c2c(N)n(Cc3ccccc3)c(=O)[nH]c2=O)cc1	·	·	·	·	1	-1.0	-0.3	-1	·
31	CCOC(=O)C1=CCC2c3c(c4ccccc4n3C)C(=O)C1N2C(=O)OC(C)(C)C (configuration not stated)	·	·	·	·	-1	-0.8	0.7	0	·
32	Cc1ccc2c(c1)N(C(=O)CCC(=O)N1CCN(c3ccccn3)CC1)CCO2	-4	-9	8	93	·	-0.1	-0.6	-2	-13
33	CC1Cc2cc(S(=O)(=O)CCC(=O)N3CCN(c4ccccc4)CC3)ccc2N1C(=O)C1CC1 (configuration not stated)	9	-15	-5	103	-4	3.3	5.3	-22	-1
34	Nc1nnc(SCC(=O)OCC(=O)NC2CCCCC2)s1	-7	14	11	94	-3	-0.2	0.5	-3	5
35	O=C1[C@H]2[C@@H](c3ccc(Cl)cc3)N3C(=O)N(c4cccc(F)c4)C(=O)[C@@]3(Cc3ccccc3)[C@H]2C(=O)N1C1CCCCC1	·	·	·	·	-8	-0.3	1.0	-7	·
36	N/C(Cc1ccc(Cl)cc1Cl)=N\OC(=O)c1ccccc1	-4	-3	29	101	1	-1.1	0.1	0	-1
37	Cc1onc(-c2ccccc2Cl)c1C(=O)OCN1C(=O)c2ccccc2C1=O	-3	-11	13	101	-3	-0.1	1.9	-23	1
38	CC(O)c1nc2ccccc2n1CC(=O)Nc1ccc(F)cc1Cl (configuration not stated)	0	-7	18	95	-6	0.1	1.1	0	1
39	O=C(CCN1CCc2ccccc2C1)Nc1ccccc1	2	-12	-16	105	-4	1.9	-0.1	-3	-6
40	C#CCNC(=O)C1=C[C@@H](c2ccc(Br)cc2)[C@H](CCCO)[C@@H](OCC)O1	4	4	5	89	-7	2.7	1.0	-6	-1
41	COCCn1c(SCC(=O)NCc2cccs2)nnc1-c1ccc(OC)cc1	-10	8	1	83	0	-1.3	0.3	-1	-4
42	CC1CCCC(C)N1C(=S)NCc1ccco1 (configuration not stated)	-9	-7	·	93	0	-0.4	0.8	-3	5
43	O=C(CCC(=O)c1ccc(F)cc1)NC1CCCN(Cc2ccccc2F)C1 (configuration not stated)	0	-4	16	101	-6	-1.8	-0.7	-12	-4
44	Cc1ccccc1NC(=O)CSc1nc2n(n1)CCCCC2	-2	2	12	91	-2	-1.0	-0.4	-2	0
45	CCN(CC)c1ccc(/C=N/Nc2nc3ccccc3[nH]2)c(O)c1	31*	-2	4	129	-4	-1.1	-1.2	-27	5
46	COc1ccc(N2C(=O)CC(NCc3ccc(F)cc3)C2=O)cc1 (configuration not stated)	5	-12	2	111	15*	0.1	0.6	-5	-2
47	CCOC(=O)C1=C(COC(=O)c2cccnc2SC)NC(=O)NC1C (configuration not stated)	·	·	·	·	-4	2.0	-0.1	-3	·
48	O=C(NCC(=O)N1CCN(Cc2ccccc2)CC1)c1ccc(Br)o1	-2	7	6	98	2	-0.3	2.6	-7	3
49	COc1cc(C)c(Br)cc1S(=O)(=O)N1CCCC1	23	-6	16	112	-3	-1.5	0.2	0	-5
50	O=C(NCCCN1CCCC1=O)c1nnc(Cc2c(F)cccc2Cl)o1	2	-14	14	104	-5	0.1	-0.1	0	6

Additional results follow:
No.	SMILES	MEKK2 mut-MEK5	GPR7 antagonist	NALP1 yeast inh	MEKK2 WT-MEK5	GalR3 antag	OXTR ag	V1aR counter	OXTR potentiator	M18AAP inhibitor
51	CCCCc1ccc(-c2nc(-c3ccncc3)no2)cc1	12	-5	11	107	0	0.0	0.0	-15	-2
52	CCn1nnc(-c2ccccc2NC(=O)c2cc(OC)cc(OC)c2)n1	-5	-6	-11	92	-9	-0.1	-0.3	-6	-5
53	O=C(NC1=NCCS1)C1CCCCC1	6	-11	10	103	-5	1.2	-0.1	3	-8
54	CC(C)NC(=O)CCS(=O)(=O)c1cccc2nonc12	4	-1	-4	104	-2	0.2	-0.5	-4	0
55	CC(C)(C)C(=O)Cn1c(=O)n(-c2ccc(F)cc2F)c(=O)c2sccc21	-12	-6	11	73	-5	-1.8	0.4	3	-2
56	CN(CC1COc2ccccc2O1)C(=S)Nc1ccccc1F (configuration not stated)	0	10	31	101	-2	-0.1	-0.5	-7	-5
57	CC(C)(C)OC(=O)N/N=C/c1ccc(Br)cc1	-1	0	0	97	-6	-1.1	-0.6	-7	-7
58	COc1cccc(CN2CCN(C(=O)c3cccc4ccccc34)CC2)c1	5	-3	22	108	-3	0.3	1.4	4	-12
59	CCCCN(C(=O)COC(=O)c1nc2nc(C)cc(C)n2n1)C1CCS(=O)(=O)C1 (configuration not stated)	·	·	·	·	-5	1.1	0.0	-3	·
60	COC(=O)C[C@H](NC(=O)Cn1cnc2c(OCc3ccccc3)ncnc21)C(=O)OC	·	·	·	·	-4	0.9	0.3	5	·
61	O=C(Nc1ccc(F)cc1)Nn1cnnc1	11	-15	7	108	-9	0.1	-0.4	-9	58*
62	O=C(c1cccc(-n2cccc2)c1)N1CCN(S(=O)(=O)c2ccccc2)CC1	·	·	·	·	-2	-1.5	-1.3	1	·
63	COCCCNC(=O)CSc1nc2ccccc2c(=O)n1CCc1ccc(S(N)(=O)=O)cc1	2	-2	-4	99	-2	0.4	0.7	-8	0
64	CCCn1nnc(NC(=O)c2ccccc2Cl)n1	2	3	8	101	-1	0.5	0.9	2	-5
65	Cc1ccc(S(=O)(=O)Nc2ccc(C(=O)N3CCOCC3)cc2)cc1	1	13	-13	99	-6	2.8	2.0	-8	-8
66	O=C(/C=C/c1ccccc1)OCc1cncs1	1	-4	20	102	-8	0.7	1.6	-5	-3
67	COc1cc2c(cc1OC)C1=CC(=O)C(=O)N1C(C)(C)C2	-7	6	9	98	-1	1.6	2.3	-10	1
